# Assay outcomes as filed in PubChem.
# ROMK primary: modulates human ROMK potassium channel activity | P48048 | Tet-inducible ROMK, thallium flux fluorescence; actives lie on both sides | B-score at 10 µM | 130,000 compounds, 2% hits | AID 1918;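 active = signal ratio slope over the read window, or its plate-corrected B-score, at least 3 SD from the plate mean, either direction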;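 note: B-score of the F/F0 ratio slope over 7 to 12 s after thallium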
# Target sequence (P48048 whole entry, looked up): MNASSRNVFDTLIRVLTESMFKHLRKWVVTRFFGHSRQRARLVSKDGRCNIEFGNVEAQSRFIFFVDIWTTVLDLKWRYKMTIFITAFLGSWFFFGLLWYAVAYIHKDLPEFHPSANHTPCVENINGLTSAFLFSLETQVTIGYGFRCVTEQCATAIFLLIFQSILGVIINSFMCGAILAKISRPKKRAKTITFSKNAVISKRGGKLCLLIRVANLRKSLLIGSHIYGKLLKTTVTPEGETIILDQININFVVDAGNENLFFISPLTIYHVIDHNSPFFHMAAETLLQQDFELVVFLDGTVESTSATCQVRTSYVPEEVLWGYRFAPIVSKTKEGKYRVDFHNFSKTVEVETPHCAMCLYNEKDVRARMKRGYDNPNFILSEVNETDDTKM
# FLuc inhib CS: inhibits firefly luciferase, flagging false hits in luciferase inhibition screens; inhibition, % at 10 µM; 200,000 compounds, 1.5% hits; ATPLite firefly luciferase biochemical luminescence, 10 min;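 active = inhibition above about 50% when tested at 10 µM, limit read from the data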
# Target sequence (P08659 whole entry, looked up): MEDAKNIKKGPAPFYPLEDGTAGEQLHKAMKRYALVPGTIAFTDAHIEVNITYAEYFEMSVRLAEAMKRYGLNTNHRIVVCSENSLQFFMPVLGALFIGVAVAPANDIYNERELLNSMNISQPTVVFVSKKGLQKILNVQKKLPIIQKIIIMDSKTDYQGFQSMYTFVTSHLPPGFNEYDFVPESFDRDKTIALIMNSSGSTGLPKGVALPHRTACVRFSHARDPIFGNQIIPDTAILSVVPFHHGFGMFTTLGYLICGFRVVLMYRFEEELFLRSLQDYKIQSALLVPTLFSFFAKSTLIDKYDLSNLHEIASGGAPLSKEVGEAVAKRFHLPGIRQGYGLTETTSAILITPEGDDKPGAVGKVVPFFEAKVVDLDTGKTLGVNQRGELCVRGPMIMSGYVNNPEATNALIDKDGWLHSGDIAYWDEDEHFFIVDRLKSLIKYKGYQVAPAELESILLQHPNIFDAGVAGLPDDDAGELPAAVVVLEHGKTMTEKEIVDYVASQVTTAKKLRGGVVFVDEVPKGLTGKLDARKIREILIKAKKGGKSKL
# APP 5'UTR act: APP 5'UTR luciferase reporter activation. SH-SY5Y APP 5'UTR luciferase reporter, luminescence; zero percent = DMSO vehicle wells. activation, % at 2 µM. 190,000 compounds, 1% hits. AID 1276;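 active = activation above a set limit, based on mean plus 3 SD of controls, cut at about 140% in these data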; note: values of inactives mirror those of a sister screen read the other way
# STAT1 act: STAT1 signaling activation; NIH 3T3 STAT1-luciferase reporter, IFN-gamma, luminescence; 100% = IFN-gamma alone, no compound; activation (% of control), % at 5.5 µM; 200,000 compounds, 2.6% hits; AID 932;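 active = activation above the screen-wide mean activation plus 3 SD, cut at about 130% in these data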;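 note: raw ratio to IFN-gamma control signal so 100% means no change and 0% no light; values of inactives mirror those of a sister screen read the other way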
# FLuc stim CS: affects firefly luciferase, flagging false hits in luciferase stimulation screens; P08659; ATPlite luciferase biochemical, luminescence, 10 min; 0 = ATP-free wells, 1 = DMSO control; activation factor at 10 µM; 200,000 tested, under 10 active;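 active = luciferase activation factor, scaled between plate controls, of at least 2 with compound at 10 µM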
#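 Material: Luciferase/luciferin reagent mix; Doses: test compounds dosed from 2 mM stocks in 100% DMSO; Schedule: 10 min incubation after luciferase reagent addition, room temperature; Measured by: luminescence from luciferase reaction; Read-out: luminescence gain marking luciferase activators.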
# STAT1 blocker: reduces IFN-gamma driven STAT1 reporter signal; inhibition, % at 5.5 µM; NIH 3T3 STAT1-luciferase reporter, luminescence; 200,000 compounds, 0.35% hits; AID 920;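 active = inhibition above a set limit, the mean inhibition across all tested compounds plus 3 SD, cut at about 34% in these data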;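 note: 0% = IFN-gamma with DMSO and 100% = IFN-gamma with 300 µM nifuroxazide; values of inactives mirror those of a sister screen read the other way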
# NF-kB expr up: compounds increasing NF-kB expression in human neuronal cells. 190,000 compounds, 1.6% hits. AID 1239. fold change at 12.5 µM. NF-kB reporter expression; stronger effect = higher value; in the data active = fold change above about 3.3
# STAT3 blocker: reduces IL-6 driven STAT3 reporter signal; U3A cells, IL-6 STAT3-luciferase reporter, luminescence; host cell line lacks STAT1; inhibition, % at 5.5 µM; 190,000 compounds, 0.89% hits;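 active = inhibition above the mean inhibition across all screened compounds plus 3 SD, cut at about 44% in these data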;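 note: 0% = DMSO only wells and 100% = 100 µM nifuroxazide control wells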
# STAT3 activator: STAT3 signaling activation; AID 871; U3A cells, IL-6 STAT3-luciferase reporter, luminescence; 100% = signal with IL-6 EC80 alone; 190,000 compounds, 0.91% hits; activation (% of control), % at 5.6 µM;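 active = activation above the screen-wide mean of compound activation plus 3 SD, cut at about 130% in these data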;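 note: 0% = background luminescence of wells with medium and substrate only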
#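 Test system: STAT3-luciferase reporter U3A cells; Detection: reporter luminescence signal; Times: 1 h compound pre-exposure, 6 h IL-6 stimulation, 37 °C; Benchmarks: IL-6-only high control; Also added: IL-6 stimulus at 33 ng/mL final.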
# APP 5UTR inh: APP translation inhibition; inhibition, % at 2 µM; AID 1285; SH-SY5Y APP 5'UTR-luciferase reporter, luminescence; 190,000 compounds, 0.82% hits;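 active = inhibition above a set limit, derived from the sample mean plus 3 SD, cut at about 45% in these data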; note: values of inactives mirror those of a sister screen read the other way
# Numbers without * were called inactive; / = no result given.
SMILES,ROMK primary,FLuc inhib CS,APP 5'UTR act,STAT1 act,FLuc stim CS,STAT1 blocker,NF-kB expr up,STAT3 blocker,STAT3 activator,APP 5UTR inh
Cc1ccc2nc(-c3ccccn3)cc(C(=O)Nc3ccc(S(=O)(=O)N4CCOCC4)cc3)c2c1,0.621,-6.5,0.5,98.5,1.1,-0.5,0.51,-2.0,107.6,-0.5
COC(=O)c1ccc(Oc2ccc(C(F)(F)F)cn2)cc1,0.418,-2.3,3.7,111.9,1,-13.2,1.13,25.0,82.5,-3.7
Cc1nc(/C=C\C(=O)O)c2cc(C)oc2n1,-0.104,-9.3,6.4,104.1,1.1,-4.0,/,3.6,102.2,-6.4
CC(=O)NC1C(=O)N=C(SC(C)C(=O)Nc2cccc(Cl)c2)NC1=O (configuration not stated),-0.441,-2.8,-6.5,104.2,1,-7.7,1.81,7.5,97.7,6.5
COc1cc(OC)cc(C(=O)N[C@H](C(=O)Nc2nc(-c3ccc(F)c(F)c3)cs2)C(C)C)c1,-0.233,-8.4,8.4,95.7,1.1,3.5,1.17,-11.0,110.0,-8.4
COc1ccc(N2C(=O)CCC(C(=O)N(C)CCc3ccccn3)C2c2ccc(OC)c(OC)c2)cc1 (configuration not stated),-0.0248,6.4,-6.8,100.0,0.9,-0.5,1.17,-0.2,102.0,6.8
CCOC(=O)C(=NC(C)CC)NNc1cccc(C(F)(F)F)c1 (configuration not stated),1.04,0.5,15.6,104.2,1,-5.1,1.26,-3.5,104.0,-15.6
O=C1CCSc2ccc(Cl)cc2N1Cc1cccc(Cl)c1,/,-1.8,-3.8,88.1,1,13.3,0.89,14.0,93.2,3.8
N#CCC(=O)NCC1(c2ccccc2)CCCC1,-0.12,-1.6,-8.5,97.6,1,2.6,1.1,9.1,94.7,8.5
Cc1cc(NC(=O)C2CC(c3cccc(Br)c3)=NO2)no1 (configuration not stated),/,-4.5,8.0,99.4,1,0.7,1.14,3.3,99.5,-8.0
CCn1nc(C)c(C(=O)Nc2cc(Oc3cc(C)cc(C)c3)cc([N+](=O)[O-])c2)c1C,1.01,-2.9,11.4,98.9,1,1.2,0.83,0.4,104.9,-11.4
O=C(Nc1ccccc1)C1CCN(C(=O)c2ccccc2)CC1,-0.0155,-7.2,3.1,100.5,1.1,-0.6,0.91,5.0,100.6,-3.1
Cc1ccc(-c2nnn(CC(=O)N(c3ccc(F)cc3)C(C(=O)NC(C)(C)C)c3ccco3)n2)o1 (configuration not stated),/,-7.6,3.2,100.1,1.1,4.6,1.11,-4.3,106.8,-3.2
COC(=O)c1cc(COC(=O)c2ccc(OC)c(S(=O)(=O)N3CCCC3)c2)oc1C,-0.88,-7.6,-1.2,100.3,1.1,-0.4,1.14,0.7,103.2,1.2
COc1ccc2nc(SCc3cccnc3)c(C#N)cc2c1,/,-3.6,13.8,107.2,1,-8.0,1.31,-2.7,103.3,-13.8
O=[N+]([O-])c1ccc(-c2csc(NN=C3CCCC3)n2)cc1,/,-6.1,42.9,121.4,1.1,-25.0,2.75,42.7,65.3,-42.9
Cc1cccc(/C=N/NC(=O)NC2CCCCC2)c1,-0.619,5.5,16.0,107.2,0.9,-8.1,1.58,-3.3,100.8,-16.0
CCCOC(=O)Nc1cc(OC)c(Cl)cc1OC,/,-10.0,-2.0,97.0,1.1,3.3,0.93,4.2,97.4,2.0
CCOc1ccc(NC(=O)N[C@@H](CCSC)C(=O)OC)cc1,2.36*,-6.1,10.2,100.5,1.1,-0.6,1.23,0.9,99.4,-10.2
CCC(C)NCC(=O)Nc1cc(S(=O)(=O)N(CC)c2ccccc2)ccc1Cl (configuration not stated),-2.05,-4.0,-2.9,93.6,1,7.0,0.64,17.6,91.2,2.9
Cc1cc(C)c(NC(=O)C2CCCN2CCO)c(C)c1 (configuration not stated),/,0.7,9.7,101.5,1,-1.6,1.55,3.5,100.6,-9.7
CC(CC(=O)NCc1cccnc1)c1ccccc1 (configuration not stated),0.00305,-1.6,-3.7,101.9,1,-0.1,1.06,3.9,99.8,3.7
Cn1cccc1/C=N/NC(N)=S,1.04,-5.2,11.8,106.3,1.1,-10.4,0.99,2.6,101.8,-11.8
O=C(Nc1ccccn1)NC1CCS(=O)(=O)C1 (configuration not stated),/,0.4,-5.5,86.9,1,14.3,1.09,15.4,91.0,5.5
Cc1cccc(NC(=O)CSc2nc3c(oc4ccccc43)c(=O)n2-c2ccccc2)c1,/,-4.7,3.3,87.4,1,13.8,1.26,3.4,95.9,-3.3

# Sorted by the number under STAT1 act (lowest first): three from the list above.
Structure	ROMK primary	FLuc inhib CS	APP 5'UTR act	STAT1 act	FLuc stim CS	STAT1 blocker	NF-kB expr up	STAT3 activator	APP 5UTR inh
O=C(Nc1ccccc1)C1CCN(C(=O)c2ccccc2)CC1	-0.0155	-7.2	3.1	100.5	1.1	-0.6	0.91	100.6	-3.1
Cc1nc(/C=C\C(=O)O)c2cc(C)oc2n1	-0.104	-9.3	6.4	104.1	1.1	-4.0	/	102.2	-6.4
CC(=O)NC1C(=O)N=C(SC(C)C(=O)Nc2cccc(Cl)c2)NC1=O (configuration not stated)	-0.441	-2.8	-6.5	104.2	1	-7.7	1.81	97.7	6.5

# Additional entries
SMILES,ROMK primary,FLuc inhib CS,APP 5'UTR act,STAT1 act,FLuc stim CS,STAT1 blocker,NF-kB expr up,STAT3 blocker,STAT3 activator,APP 5UTR inh
COc1ccc(N2CCN(C(=O)C3CCN(S(=O)(=O)c4ccc(F)cc4)CC3)CC2)cc1,-0.699,-5.4,-9.9,96.5,1.1,3.8,1.25,-3.4,102.5,9.9
COC(=O)c1ccc(-n2c(C)cc(C(=O)CCl)c2C)cc1,/,-0.8,29.5,85.1,1,15.0,3,4.6,97.5,-29.5
O=C(Nc1ccc(Cl)cc1)N1CCCN(Cc2ccc(F)cc2)C1,-2.74*,-1.7,-8.7,109.0,1,-9.8,0.99,0.1,105.2,8.7
Cc1[nH]c2ccc(C(=O)OCCN(C)C)cc2c1C,/,-5.8,14.1,103.1,1.1,-3.4,1.35,14.3,90.3,-14.1
Cc1nn(-c2ccccc2)c(Cl)c1C(=O)Nc1nnc(C2CCCCC2)s1,/,-6.5,9.5,101.0,1.1,-1.1,1.01,4.1,100.4,-9.5
OC(c1ccccc1)(c1ccccc1)C1CCN(C(=S)NC2CCCC2)CC1,-0.0148,-6.5,9.4,106.5,1.1,-6.8,1.11,-0.2,100.0,-9.4
CCc1ccccc1NC(=O)/C(C#N)=C\c1ccc(Sc2ccccc2)o1,/,-2.4,-9.1,108.0,1,-8.8,1.28,21.2,90.3,9.1
COc1cccc(CNS(=O)(=O)c2cc(Br)cc3c2N(C(C)=O)C(C)C3)c1 (configuration not stated),-0.487,-8.0,-2.5,93.5,1.1,7.1,1.02,8.8,98.2,2.5
NS(=O)(=O)c1ccc(NC(=S)NC(=O)/C=C/c2cccs2)cc1,0.216,-2.6,7.0,96.9,1,3.0,1.06,18.2,88.5,-7.0
CC1CCCN(c2ccc(C(=O)Nc3ccc4c(c3)OCO4)cc2[N+](=O)[O-])C1 (configuration not stated),-0.116,-4.0,7.1,106.2,1,-7.0,1.22,-1.8,99.6,-7.1
O=C(C(=O)N1CCc2ccccc2C1)c1cn(CC(=O)N2CCCCC2)c2ccccc12,/,-2.8,45.8,100.4,1,-0.4,1.12,-5.9,106.8,-45.8
Cc1nn(C)c(C)c1/C=C/C(=O)c1cccs1,/,/,13.1,114.7,/,-16.0,2.22,8.2,95.7,-13.1
Cc1nc2ccccc2c(=O)n1NC(=O)Cc1ccccc1,/,/,-6.3,100.6,/,-0.2,/,-3.6,106.2,6.3
Cc1cc(-c2nn(-c3ccccc3F)cc2CN2CCN(c3ccccn3)CC2)c(C)s1,1.17,-9.2,-6.3,97.4,1.1,1.2,1.38,1.1,102.8,6.3
CCc1nc2ccc(C)cc2c(C(=O)Oc2cccc3cccnc23)c1C,/,5.8,0.2,94.9,0.9,5.5,1.17,-2.7,106.8,-0.2
Cc1nc(-c2ccccn2)sc1C(=O)Nc1ccc(Cl)c(Cl)c1,/,-3.2,-3.9,105.4,1,-6.0,1.46,8.3,97.9,3.9
COc1ccc(Cl)cc1NC(=S)NNC(=O)CC(C)C,-0.456,-6.3,-4.0,101.5,1.1,-4.6,1.47,4.1,100.6,4.0
Cc1c(Br)c([N+](=O)[O-])nn1CCCC(=O)Nc1c(C)n(C)n(-c2ccccc2)c1=O,-0.386,-6.0,-4.6,99.8,1.1,-1.9,1.07,9.6,99.0,4.6
Cc1ccc(NC(=O)C(c2ccccc2)N(C)C)cc1Cl (configuration not stated),-0.371,2.2,-8.1,101.1,1,-1.5,1.2,2.5,104.5,8.1
CN(Cc1cn(C)nc1-c1ccccc1F)CC1CCCCO1 (configuration not stated),0.234,-6.7,7.4,114.4,1.1,-17.7,0.94,3.7,100.6,-7.4
O=C(O)CN1C(=O)C2C3CC(C2C1=O)C1C(c2ccc(Cl)cc2)c2sc(=O)[nH]c2SC31 (configuration not stated),-0.356,-6.0,21.6,97.8,1.1,1.3,1.21,-0.3,101.6,-21.6
CC1CCN(c2cc(N)c(Cl)cc2[N+](=O)[O-])CC1,/,1.6,12.9,102.7,1,-3.0,1.48,26.0,87.0,-12.9
O=C(c1cc2sccc2n1Cc1ccc(F)cc1)N1CCCc2ccccc21,-0.618,0.7,-58.4,102.3,1,-2.3,0.9,-5.8,107.6,58.4*
COc1cc(OC)cc(-c2cc3nc(C)cc(N4CCN(C(=O)c5ccco5)CC4)n3n2)c1,0.787,-5.6,-11.2,97.3,1.1,2.9,0.46,12.5,87.4,11.2
Cc1ccc(S(=O)(=O)NC(=O)NCc2ccccn2)cc1,0.0804,-10.3,-10.4,100.2,1.1,-0.3,1.2,9.5,97.4,10.4

# New compounds follow
SMILES,ROMK primary,FLuc inhib CS,APP 5'UTR act,STAT1 act,FLuc stim CS,STAT1 blocker,NF-kB expr up,STAT3 blocker,STAT3 activator,APP 5UTR inh
Cc1ccc(CSc2nnc(-c3ccccn3)n2C)cc1,/,-1.1,23.4,124.5,1,-26.9,1.57,6.0,99.0,-23.4
Cc1ccc2c(c1)c1c(n2CC(O)CNC2CCCCC2)CCCC1 (configuration not stated),-0.176,-6.4,5.3,99.8,1.1,-0.5,1.22,0.3,101.7,-5.3
C/C(=N\Nc1ccc(C(F)(F)F)cn1)c1ccc(S(=O)(=O)NCc2ccco2)cc1,/,-5.5,12.7,95.5,1.1,5.2,1.14,13.0,91.3,-12.7
CC(C)Cn1cnc2c1c(=O)n(CC(=O)N(C)C)c(=O)n2Cc1ccccc1,0.535,-7.0,0.1,93.1,1.1,6.2,1.06,11.1,97.0,-0.1
COc1cccc(NC(=O)C2CC(=O)N(C)C(=Nc3cccc(F)c3)S2)c1 (configuration not stated),-0.0267,-4.9,7.5,102.0,1,-2.2,1.03,6.8,98.6,-7.5
COCCC1CCCCN1C(=O)c1cccc(OC2CCN(C3CCCC3)CC2)c1 (configuration not stated),0.00119,-6.3,3.9,105.7,1.1,-7.9,1.02,-0.3,104.1,-3.9
COc1cc(C(=O)Nc2ccc(S(=O)(=O)N3CCCCC3C)cc2)cc(OC)c1OC (configuration not stated),/,-5.3,-2.7,85.2,1.1,16.2,0.46,20.3,87.7,2.7
CCCNC(=O)CSc1nccn1Cc1ccc(OC)cc1,0.0549,-0.5,9.8,99.4,1,-1.1,1.63,11.2,99.2,-9.8
